eIF4E 4G PPI: eIF4E–eIF4G protein interaction inhibitors, primary screen, biochemical, uHTS, TR-FRET, eIF4GI fragment | Eukaryotic translation initiation factor 4E (Mus musculus) + Eukaryotic translation … | TR-FRET eIF4E-eIF4GI(517-606) binding, 2 h | inhibition, % at 21.7 µM | 0.37% of 220,000 active | AID 782, 2007;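 active = inhibition above about 30%, limit read from the data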;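 note: 0% = full FRET control wells and 100% = background wells lacking eIF4GI fragment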
Target sequence (P63073 whole entry, looked up, the tested form may be a part): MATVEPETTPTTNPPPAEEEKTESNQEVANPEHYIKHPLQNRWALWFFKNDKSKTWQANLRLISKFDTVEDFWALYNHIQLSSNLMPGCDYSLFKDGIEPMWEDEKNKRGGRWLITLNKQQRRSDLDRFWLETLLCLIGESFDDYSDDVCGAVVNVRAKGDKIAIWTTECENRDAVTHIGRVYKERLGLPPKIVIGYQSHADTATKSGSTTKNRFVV
Target sequence (Q04637 whole entry, looked up, the tested form may be a part): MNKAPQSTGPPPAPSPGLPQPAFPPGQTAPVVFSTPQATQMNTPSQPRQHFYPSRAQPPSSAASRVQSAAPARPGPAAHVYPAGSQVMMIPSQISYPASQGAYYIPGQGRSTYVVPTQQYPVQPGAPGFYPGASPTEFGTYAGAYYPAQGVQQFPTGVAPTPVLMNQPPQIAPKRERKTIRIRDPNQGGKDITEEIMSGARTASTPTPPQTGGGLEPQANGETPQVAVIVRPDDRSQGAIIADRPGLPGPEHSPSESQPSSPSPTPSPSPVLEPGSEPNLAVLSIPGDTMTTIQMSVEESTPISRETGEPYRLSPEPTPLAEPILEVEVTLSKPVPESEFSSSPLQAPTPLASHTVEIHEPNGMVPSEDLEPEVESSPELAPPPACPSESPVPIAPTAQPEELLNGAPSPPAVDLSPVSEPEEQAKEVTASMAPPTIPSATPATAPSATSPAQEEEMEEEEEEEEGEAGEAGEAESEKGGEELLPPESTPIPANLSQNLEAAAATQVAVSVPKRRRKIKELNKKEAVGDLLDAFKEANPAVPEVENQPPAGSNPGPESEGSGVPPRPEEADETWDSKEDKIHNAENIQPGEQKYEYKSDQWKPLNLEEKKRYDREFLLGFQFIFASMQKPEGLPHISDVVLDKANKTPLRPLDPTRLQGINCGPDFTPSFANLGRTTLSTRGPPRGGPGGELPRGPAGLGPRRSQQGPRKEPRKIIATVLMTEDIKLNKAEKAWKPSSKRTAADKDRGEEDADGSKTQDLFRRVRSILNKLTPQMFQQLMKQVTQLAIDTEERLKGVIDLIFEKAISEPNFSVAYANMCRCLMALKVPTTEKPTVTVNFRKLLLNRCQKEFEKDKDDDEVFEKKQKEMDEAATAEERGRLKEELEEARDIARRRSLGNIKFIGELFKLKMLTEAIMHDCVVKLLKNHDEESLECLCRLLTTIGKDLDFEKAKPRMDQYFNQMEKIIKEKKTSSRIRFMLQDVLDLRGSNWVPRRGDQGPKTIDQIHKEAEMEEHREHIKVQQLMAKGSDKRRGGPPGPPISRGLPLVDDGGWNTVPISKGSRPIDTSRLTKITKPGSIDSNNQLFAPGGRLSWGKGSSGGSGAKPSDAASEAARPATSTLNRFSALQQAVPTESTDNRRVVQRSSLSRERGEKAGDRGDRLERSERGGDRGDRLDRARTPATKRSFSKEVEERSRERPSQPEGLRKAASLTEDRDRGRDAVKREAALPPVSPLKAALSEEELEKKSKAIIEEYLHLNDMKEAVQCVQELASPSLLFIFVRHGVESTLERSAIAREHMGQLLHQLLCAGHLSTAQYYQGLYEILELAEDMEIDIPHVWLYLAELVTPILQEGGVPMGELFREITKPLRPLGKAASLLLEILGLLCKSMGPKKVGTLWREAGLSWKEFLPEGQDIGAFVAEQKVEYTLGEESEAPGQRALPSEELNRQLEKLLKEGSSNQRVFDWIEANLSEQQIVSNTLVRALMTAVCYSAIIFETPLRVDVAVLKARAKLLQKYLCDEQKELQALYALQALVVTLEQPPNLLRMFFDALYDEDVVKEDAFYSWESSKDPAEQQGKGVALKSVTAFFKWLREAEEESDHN
EP2 mod: EP2 receptor modulators, cAMP readout, primary screen, cell-based, HTRF cAMP, PGE2 stimulation. Prostaglandin E2 receptor EP2 subtype (Homo sapiens), P43116. EP2-expressing cells, cAMP HTRF FRET, PGE2 co-stimulation. induction, % at 25 µM. 0.83% of 260,000 active;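 active = compounds whose cAMP rise, as percent of the full-agonist control response, exceeds 60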;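 note: rat C6 glioma line stably carrying human EP2 under a CMV promoter; the protocol text gives 20 µM as final concentration; 100% = response of wells given 1 µM PGE2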
EP2 antag: human EP2 receptor antagonists, primary screen, TR-FRET cAMP, C6 glioma cells; Prostaglandin E2 receptor EP2 subtype (Homo sapiens), P43116; C6 glioma cells expressing human EP2; cells stimulated with saturating PGE2; inhibition, % at 25 µM; 0.52% of 260,000 active; AID 1422, 2008;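 active = percent inhibition above 40 after rounding to a whole number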;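 note: rat C6 glioma host cells with rolipram phosphodiesterase inhibitor present; the protocol text gives 20 µM as final concentration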
Starred values were filed as active, the others as inactive; & = joins results of further samples; [ ] = another dose, or the depositor's remark. A portion of the library; count on the stated rates, not on these rows.

Start of the data: the first two compounds as a preview:
SMILES | eIF4E 4G PPI | EP2 mod | EP2 antag
C/C=C(\C)C(=O)N1CC2(CC(c3cccc(NC(=O)COc4ccc(Cl)cc4)c3)=NO2)C[C@@H]1C(N)=O (some centres undefined) | -3 | -15 | 7
O=C(Nc1ccc(-c2csc(Nc3cccc(C(F)(F)F)c3)n2)cc1)c1ccccc1 | -3 | -18 | 9

The list itself, from the first entry:
SMILES | eIF4E 4G PPI | EP2 mod | EP2 antag
C/C=C(\C)C(=O)N1CC2(CC(c3cccc(NC(=O)COc4ccc(Cl)cc4)c3)=NO2)C[C@@H]1C(N)=O (some centres undefined) | -3 | -15 | 7
O=C(Nc1ccc(-c2csc(Nc3cccc(C(F)(F)F)c3)n2)cc1)c1ccccc1 | -3 | -18 | 9
COC(C[C@H]1O[C@@H]1[C@@H](O)COCc1ccccc1)OC | -3 | -28 | 6
COc1cc(CCc2ccc3c(c2)OCO3)oc(=O)c1 | -12 | 63* | 17
CCOCCn1c(SCC(=O)OCc2ccccc2)nc2c1c(=O)[nH]c(=O)n2C | -22 | 4 | 8
O=C(NCc1nc2ccccc2[nH]1)C1=C[C@@H](c2csc3ccccc23)C[C@@H](OCCCCO)O1 | 3 | 10 | 2
COc1cc2c(c(OC)c1OC)-c1c(cc3c(c1OC)OCO3)C[C@H](C)[C@@](C)(O)C2 | -1 | 3 | 21
Cc1cccc(-c2cc(=O)c(C(=O)O)cn2-c2ccc(F)cc2F)c1 | -3 | -8 | 3
O=C1NC[C@@H](Cc2cccc3ccccc23)N(CCc2cc(C(F)(F)F)cc(C(F)(F)F)c2)C1=O | 1 | 28 | 7
COC(=O)CCCC1=CC2=CC(=O)C(C)(OC(=O)c3cccs3)C(=O)C2=CN1CC1CC1 (centres undefined) | 21 | 14 | 13
CCCCC1=CC2=CC(=O)C(C)(OC(=O)CC)C(=O)C2=CN1C(CO)CO (centres undefined) | -1 | 9 | 18
O=C(NCCCCc1ccccc1)C1CC(c2ccccc2C(F)(F)F)=NO1 (centres undefined) | 0 | -23 | 7
CN1C(C(=O)NCc2cccc(Br)c2)CC2Cn3c(nc4ccccc43)C21 (centres undefined) | -2 | -12 | 7
N#Cc1ccc(C23CC4(C2)[C@H](CN(Cc2ccc(C(F)(F)F)cc2)[C@@H]4c2ccccc2)C3c2ccc(Cl)nc2)cc1 (some centres undefined) | 4 | 5 | 8
O=C(/C=C/c1ccccc1)NCCc1ccccc1 | -5 | -9 | 24
COC(C[C@@H]1O[C@@H]1[C@H](O)COCc1ccccc1)OC | -3 | -4 | 7
CN(C)C(=O)CSc1nnc([C@H](Cc2c[nH]c3ccccc23)NC(=O)OC(C)(C)C)o1 | -1 | 16 | 5
CC1(c2nnc(-c3ccccc3)o2)CC(c2cccc(Cl)c2)=NO1 (centres undefined) | -9 | -3 | 3
CC(=O)Nc1cc2ccc(OC(C)=O)cc2oc1=O | 0 | -1 | 4
CCN1CCN(Cc2ccc(NC(=O)c3ccc(C)c(NC(=O)C(=O)c4c[nH]c5ccccc45)c3)cc2C(F)(F)F)CC1 | 12 | -10 | 14
NC(=O)[C@H]1CC2(CC(c3cccc(NC(=O)COc4ccc(Cl)cc4)c3)=NO2)CN1C(=O)[C@H]1CCC(=O)N1 (some centres undefined) | -4 | 35 | 8
NC(=O)CC(NC(=O)Cc1ccc(Br)cc1)c1ccc(NC2CCCC2)c([N+](=O)[O-])c1 (centres undefined) | -3 | -28 | 12
COCc1[nH]nc2c1C(c1ccc(F)cc1F)C(C#N)=C(N)O2 (centres undefined) | -3 | 21&-20 | 8&8
CC(C)(O)CCCC(C)(O)c1ccc(C(=O)O)cc1O (centres undefined) | -18 | 10 | 14
CC1(OC(=O)C2CCCC2)C(=O)C=C2C=C(c3ccsc3)N(Cc3ccccc3)C=C2C1=O (centres undefined) | -2 | -8 | 9
(continued)
SMILES | eIF4E 4G PPI | EP2 mod | EP2 antag
COc1ccc(NC(=O)C2CCN(c3nc(C)nc4c3CCC4)CC2)cc1 | -6 | 9 | 16
Cc1ccc(SC[C@H](c2ccccc2)N2CCN(CCc3ccccc3)CCC2=O)cc1 | 3 | -5 | 17
CC(=O)OCC(=O)[C@@]1(O)CC[C@H]2[C@@H]3CCC4=CC(=O)CC[C@]4(C)[C@H]3C(=O)C[C@@]21C | -17 | 16&6 | 12&13
COc1ccc(C2/C=C\CN(C(=O)CC(C)(C)C)CC(=O)N2Cc2ccc(F)cc2)cc1 (centres undefined) | -5 | 28 | 12
OCCOCCn1c(-c2ccccc2)nc(=S)c2c1CCCC2 | -2[fluorescence artefact?] | 8 | 15
COc1ccc(C2CC(=O)Oc3c(C(CCN4CCN(c5ccccc5)CC4)c4ccc(N(C)C)cc4)c(OC)cc(OC)c32)cc1 (centres undefined) | -2 | 19 | 11
NC(=O)CC(NC(=O)Cc1ccc(Br)cc1)c1ccc(NCCc2ccc(Cl)cc2)c([N+](=O)[O-])c1 (centres undefined) | 1 | -11 | 25
COc1c2ccoc2c(OC)c2oc(=O)ccc12 | -26 | 31&3 | 18&14
CCOC(=O)c1ccc(NC(=O)c2nc[nH]c2C(=O)NC)cc1 | -3 | -18 | 22
CCOC(=O)c1c(-c2ccccc2)c(C(C)=O)c(=O)n(C)c1C | 1 | 0 | 7
C=C(C)C(=O)N1CC2(CC(c3cccc(NC(=O)/C=C\C)c3)=NO2)C[C@H]1C(N)=O (some centres undefined) | -5 | -7 | 8
C=C(C)Cn1c(N2CC(C)CC(C)C2)nc2c1c(=O)[nH]c(=O)n2C (centres undefined) | -15 | -1 | 7
Cc1ccc2oc(=O)c3cnn(CC(=O)N4CCc5ccccc5C4)c3c2c1 | 0 | -4 | 6
COc1cccc(C(=O)Nc2cc(=O)n(C)c(=O)n2C)c1 | -13 | 4 | 11
CSC1=C(C#N)C(c2ccc(Cl)cc2)C2=C(CC(C)(C)CC2=O)N1 (centres undefined) | 3 | -13 | 7
CCCCC1=CC2=CC(=O)C(C)(OC(=O)CC)C(=O)C2=CN1CCCOC(C)C (centres undefined) | -3 | 13 | 10
O=C(Cn1cc2c(n1)CCCCC2)NCc1ccccn1 | -1 | -20 | 4
CCCCCCC(=O)N1C/C=C\C(c2ccc(OC)cc2)N(Cc2ccc(F)cc2)C(=O)C1 (centres undefined) | 2 | 34 | 8
CCCN(CCC)S(=O)(=O)c1cc(Br)cc2c1N(C(=O)CC)CC2 | 1 | 18 | 6
O=C(c1ccccc1)c1ccc2nc(N3CCN(C(=O)c4ccco4)CC3)c3nncn3c2c1 | 1 | -8 | 13
CSCCC1NC(=O)NC1=O (centres undefined) | 0 | 31 | 1
CCCNC(=O)c1onc(CSc2ccncc2)c1C(=O)NCCC | 1 | 3 | 14
CC(=O)Nc1ccc(SC[C@H](Cc2ccccc2)N2CCN(CCc3ccccc3)CCC2=O)cc1 | -1 | -8 | 5
COC(=O)C1=C(C(=O)OC)[C@@H]2Nc3ccccc3[C@@]23C[C@@H](C(=O)OC)N(C(C)=O)C3=N1 | -2 | 20 | 12
NC(=O)CC(NC(=O)Cc1ccc(Cl)cc1)c1ccc(NCCc2ccccc2F)c([N+](=O)[O-])c1 (centres undefined) | -2 | -7 | 13
(list continues)
SMILES | eIF4E 4G PPI | EP2 mod | EP2 antag
CCCCCCC[C@H](N)[C@H](O)C(=O)N(C)[C@@H](CCS(C)=O)C(=O)N[C@@H](Cc1ccc(O)cc1)C(=O)N[C@@H](Cc1ccc(O)cc1)C(=O)O (some centres undefined) | 1 | 10 | 16
CCCCCn1c(SCc2cccc(C)c2)nc2c1c(=O)[nH]c(=O)n2C | -16 | 49 | 11
COC(=O)[C@@H]1C[C@H]2CC[C@H](O)C[C@H]2N1Cc1ccc(-c2ccccc2)cc1 | -1 | -2 | 24
CN1C(C(=O)NCc2ccccc2)CC2Cn3c(nc4cc5ccccc5cc43)C21 (centres undefined) | -6 | -26 | -1
CCC/C(O)=C1\C(=O)CC(C)(C)CC1=Nc1ccccc1OC | 4 | 47 | 13
CC(C)C[C@@H](CSc1ccc(Br)cc1)N1CCN(C)CCC1=O | -7 | 4 | 8
CCCCCC/C=C/c1ccc(OC)c([C@H]2[C@H]3C=CC[C@@H](C)[C@@H]3C(=O)N2Cc2ccccc2)c1 | -5 | -11 | 20
COC(=O)[C@@H]1C[C@@]2(O)[C@@H](O)[C@@H](O)[C@@H](O)C[C@H]2N1CC1CCCCC1 | 2 | 16 | 13
CC(NC(=O)C1CCCCC1)C(c1cccs1)N1CCN(C)CC1 (centres undefined) | -18 | -11 | 10
COc1cc(CCCN2C(N)=NC[C@@H]2Cc2ccc(O)cc2)cc(OC)c1OC | 0 | -1 | 19
CC[C@]1(O)CC2CN(CCc3c([nH]c4ccccc34)[C@@](C(=O)OC)(c3cc4c(cc3OC)N(C=O)[C@H]3[C@@](O)(C(=O)OC)[C@H](OC(C)=O)[C@]5(CC)C=CCN6CC[C@]43[C@@H]65)C2)C1 (some centres undefined) | -16 | 3 | 10
O=C(c1cc2ccccn2n1)N1CCN(Cc2ccccc2)CC1 | 2 | -21 | 12
O=C(Cn1c(=O)oc2cc(S(=O)(=O)N3CCCCCC3)ccc21)NC1CCCCC1 | -2[fluorescence artefact?] | 19 | 8
C[C@@H]1CC=C[C@H]2[C@H]1C(=O)N(Cc1ccccc1)[C@H]2c1ccc(F)c(/C=C/c2ccccc2)c1 | -2 | 58 | 9
CN1C(C(=O)NCc2cccc(Br)c2)CC2Cn3c(nc4cc(Cl)c(Cl)cc43)C21 (centres undefined) | 0 | -20 | 5
CCC1=C(OC(=O)N(CC)CC)N2C(=O)OC(=NCC(=O)OC)[C@]2(Cc2ccccc2)[C@H]2C1=CC[C@H]1C(=O)N(C)C(=O)[C@H]12 | 0 | 13 | 23
C/C=C\C=C\C(=O)Nc1cccc(C2=NOC3(C2)C[C@H](C(N)=O)N(C(=O)c2ccccc2C(=O)c2ccccc2)C3)c1 (some centres undefined) | 3 | -12 | 12
Cc1cccc(NC(=O)c2nc[nH]c2C(=O)NCC(=O)OCc2ccccc2)c1 | 0 | 0 | 5
COc1ccc(SCCN2CCN(C)CCC2=O)cc1 | -6 | 27 | 13
NC(=O)c1ccc2c(=O)n3c(-c4cccs4)csc3nc2c1 | 1 | 8 | 20
C=CCNc1nc2c(c(=O)n(C)c(=O)n2C)n1CC(=C)C | 1 | 4 | 5
COc1cc2nc(C3CCC3)n(NC(=O)C3CCCC(OC)C3)c(=O)c2cc1OC (centres undefined) | -7 | 8&-8 | 7&2
O=C(O)CC(CCc1ccccc1)OC1OC(CO)C(O)C(O)C1O (centres undefined) | -11 | 31 | 25
CCC(=O)N1CCCc2cc(S(=O)(=O)N3CCN(C4CCCCC4)CC3)ccc21 | 0[fluorescence artefact?] | -6 | 10
O=C(O)C1=C[C@H](c2cccs2)C[C@H](OCCCCO)O1 | 0 | -12 | 21
Going on with the list.
SMILES | eIF4E 4G PPI | EP2 mod | EP2 antag
Cc1nc(-c2ccccc2)sc1C1(C)CC(c2ccc([N+](=O)[O-])cc2)=NO1 (centres undefined) | -3 | -25 | 5
COc1cc(O)c(C(CC(=O)N2CCOCC2)c2ccc3c(c2)OCO3)c(OC)c1 (centres undefined) | -9 | 27 | 20
Cc1ccc(C2C3=C(CC(C)(C)CC3=O)Nc3[nH]c(=S)[nH]c(=O)c32)cc1 (centres undefined) | 7 | 10 | 4
c1cn2c(NC3CCCC3)c(-c3ccc(N4CCOCC4)cc3)nc2cn1 | -6 | -16 | 14
Cc1cc(C)cc(SCc2noc(C(=O)NCc3ccccc3)c2C(=O)NCc2ccccc2)c1 | -4 | 9 | 8
COc1ccc(C2/C=C\CN(CC(C)C)CC(=O)N2Cc2ccc(F)cc2)cc1 (centres undefined) | -5 | 44 | 13
CC(C)(C)[C@H]1C=C(C(N)=O)O[C@@H](OCCCCO)C1 | -4 | 13 | 10
COc1cc2c(cc1OC)C1Cc3ccc(OC)c(OC)c3C[N+]1([O-])CC2 (centres undefined) | -2 | 18 | 10
CCOC(=O)C1CCCN(CC(=O)NC2CC2)C1 (centres undefined) | 2 | 3 | 6
O=C(Nc1ccc(O)c2c(=O)cc(-c3ccccc3Cl)oc12)c1cccs1 | -6 | 31 | 7
Cc1c(C(=O)N2CC3(CC(c4cccc(NC(=O)[C@H]5CCC(=O)N5)c4)=NO3)C[C@@H]2C(N)=O)cc([N+](=O)[O-])cc1[N+](=O)[O-] (some centres undefined) | 1 | 7 | 15
COc1cc(O)c(C(CC(=O)N2CCN(c3ccccc3)CC2)c2cc(OC)c(OC)c(OC)c2)c(OC)c1 (centres undefined) | -11 | -2 | 16

A stretch of the results above:
SMILES | eIF4E 4G PPI | EP2 mod | EP2 antag
CCOC(=O)C1CCCN(CC(=O)NC2CC2)C1 (centres undefined) | 2 | 3 | 6
O=C(Nc1ccc(O)c2c(=O)cc(-c3ccccc3Cl)oc12)c1cccs1 | -6 | 31 | 7

Full records as entered above. Screens in order: eIF4E 4G PPI | EP2 mod | EP2 antag
`c1cn2c(NC3CCCC3)c(-c3ccc(N4CCOCC4)cc3)nc2cn1` is entered as -6 | -16 | 14
`Cc1cc(C)cc(SCc2noc(C(=O)NCc3ccccc3)c2C(=O)NCc2ccccc2)c1` is entered as -4 | 9 | 8
`COc1cc(O)c(C(CC(=O)N2CCN(c3ccccc3)CC2)c2cc(OC)c(OC)c(OC)c2)c(OC)c1` (centres undefined) is entered as -11 | -2 | 16
`CCOC(=O)C1CCCN(CC(=O)NC2CC2)C1` (centres undefined) is entered as 2 | 3 | 6
`COc1ccc(C2/C=C\CN(CC(C)C)CC(=O)N2Cc2ccc(F)cc2)cc1` (centres undefined) is entered as -5 | 44 | 13
